Screening data (PubChem)
esBAF inh: SWI/SNF esBAF complex inhibition | mouse ES cells, Bmi1-luciferase knock-in reporter, 24 h; 100% = twice the neutral-well signal | reporter increase, % at 12.5 µM | actives 2% (n = 350,000); in the data active = activation above about 40%; inconclusive = no clear call, values can overlap the other calls;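 note: 0% = median of the plate's neutral control wells and 100% = double that signal; a rise in the Bmi1 reporter signal indicates esBAF inhibition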
CFTR F508del cor: CFTR F508del correction in bronchial cells | CFBE cells, YFP halide quenching; stimulated with forskolin plus potentiator P3; % fluorescence drop versus neutral controls | activity (quench increase), % at 7.58 µM | actives 0.36% (n = 350,000) | AID 720511;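 active = mean added fluorescence quench of at least 8% versus neutral control, with both replicates also reaching 8%; inconclusive = only one of the mean or replicate conditions met; inactive = mean below 8% and not both replicates reaching 8%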;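 note: cells transiently co-express mutant CFTR-F508del with the halide-sensitive YFP; corrector assay measuring rescue of mutant channel to the surface after 24 h compound exposure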
ERAP1 HTS inh: blocks human ERAP1 aminopeptidase activity; Q9NZ08; recombinant ERAP1, Leu-AMC fluorescence, 60 min; inhibition, % at 10.7 µM; actives 0.15% (n = 340,000);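 active = mean replicate inhibition of at least 30%, or all replicates individually reaching that 30% level; inactive = mean below 30% and not every replicate reaching it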;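 note: 0% = neutral control wells and 100% = L-leucinethiol positive control wells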
ARNT-TACC3 inh: disrupts binding between human ARNT and TACC3; Q9Y6A5; AlphaScreen His-ARNT PAS-B/GST-TACC3 binding, luminescence; TACC3 fragment carries E629A point mutation; inhibition, % at 9.99 µM; actives 0.66% (n = 390,000); AID 623870;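 active = mean inhibition of replicates at least 50% and at least half of replicates each reaching 50%; inconclusive = half or more replicates reach 50% but mean below 50%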;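 note: 0% = complete ARNT plus TACC3 wells and 100% = ARNT alone without TACC3; many hits fall short of the cut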
RAD54 branch: RAD54 (human) branch migration inhibition; Q92698; RAD54 Holliday junction branch migration, FAM/BHQ fluorescence; inhibition, % at 10.4 µM; actives 0.14% (n = 360,000); AID 602329;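 active = mean normalized replicate activity at least 40 and at least half of replicates scoring 40 or more; inconclusive = only one of the two criteria met; inactive = mean below 40 and under half of replicates reaching 40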;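 note: 0% = median of neutral control wells and 100% = median of positive control wells; inhibitors cause a drop in the FAM fluorescence signal; in these data hits start at about 50%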
XiGFP reactiv: reactivates the inactive X chromosome in mouse fibroblasts | XiGFP mouse fibroblasts, % GFP-positive cells imaging, 3 d; cells co-treated with 5-aza-dC sensitizer; scaled so ellipticine positive control = 100% | activation, % at 7.58 µM | actives 0.055% (n = 360,000);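 active = mean normalized replicate activation at least 10% and every replicate at or above 10%; inconclusive = only one of the two criteria met; inactive = mean below 10% and not all replicates reach 10%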;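 note: 0% = median of on-plate neutral control wells and 100% = ellipticine 6 µM median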
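Material: SV40-immortalized XiGFP fibroblast cells, line 68-5-11 | Buffer or medium: DMEM containing 5-aza-dC | Dosing: One concentration, pinned | Times: 3 d treatment, 15 min room-temperature fixation | Controls: Ellipticine 6 µM positive control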
RAD52 inh: RAD52 (human) annealing inhibition; P43351; recombinant RAD52 DNA annealing, FRET fluorescence; inhibition, % at 18.7 µM; actives 0.46% (n = 360,000);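 active = every replicate showing at least 50% inhibition; inconclusive = mean inhibition at least 50% but not in every replicate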
Target sequence (P43351 whole entry, looked up): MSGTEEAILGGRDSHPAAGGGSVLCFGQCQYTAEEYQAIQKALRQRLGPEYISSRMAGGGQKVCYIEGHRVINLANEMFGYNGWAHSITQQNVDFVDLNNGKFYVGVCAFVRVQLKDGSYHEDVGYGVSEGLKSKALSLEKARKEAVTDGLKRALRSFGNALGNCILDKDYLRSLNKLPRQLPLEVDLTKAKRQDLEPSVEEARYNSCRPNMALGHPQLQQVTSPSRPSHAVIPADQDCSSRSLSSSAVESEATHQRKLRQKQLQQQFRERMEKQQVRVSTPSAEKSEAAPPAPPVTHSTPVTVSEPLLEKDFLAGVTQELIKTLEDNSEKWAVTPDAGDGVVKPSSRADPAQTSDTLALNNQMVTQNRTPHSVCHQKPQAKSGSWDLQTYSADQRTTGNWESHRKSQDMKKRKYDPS
GSIS activator: GLuc luminescence reporter in INS-1E cells, primary screen for activators of glucose-dependent secretion of insulin. actives 0.61% (n = 370,000). AID 743287. INS-1E GLuc reporter insulin secretion, 2-3 h. activation, % at 16.6 µM;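 active = lowest replicate activation of at least 40%, so every replicate reaches that level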;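 note: 0% = median of neutral control wells and 100% = median of IBMX positive control wells; some compounds called inactive have numbers as strong as hits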
Starred values were filed as active, the others as inactive; ? = inconclusive; . = not tested or not shown; & = joins results of further samples. This is a random part of the collection; any-hit rate near 3.3%.

SMILES	esBAF inh	CFTR F508del cor	ERAP1 HTS inh	ARNT-TACC3 inh	RAD54 branch	XiGFP reactiv	RAD52 inh	GSIS activator
O=C(C[C@@H]1C[C@@H]2c3cc(NC(=O)C4CCC4)ccc3O[C@@H]2[C@@H](CO)O1)NC1CCCC1	1	-0.2	2	3	-2	0.3	4	1
O=C(c1ccc2c(c1)OCO2)N1CC(=O)N2[C@H](CO)[C@@H](c3ccc(C#Cc4ccccc4)cc3)[C@H]2C1	.	-0.6	4	.	.	0.5	-9	-29
COc1ccc(NC(=O)c2ccco2)cc1NC(=O)COc1ccccc1[N+](=O)[O-]	6	1.6	0	-1	-4	0.1	-17	1
CN1c2ccc(-c3ccccc3F)cc2[C@@H]2[C@@H](CCN2C(=O)NC2CCCCC2)[C@H]1CO	.	-0.4	2	.	.	0.0	-17	-9
COc1ccc(CNC(=O)COC(=O)C2=Cc3ccccc3OC2)cc1	-3	0.7	4	-7	3	0.2	-26	13
C[C@@H]1CN([C@H](C)CO)C(=O)c2cc(-c3ccc(C#N)cc3)cnc2O[C@H]1CN(C)C(=O)Nc1ccc(F)cc1	3	-0.7	1	2	10	-1.0	6	4
COCC1CCCN(C(=O)c2cc(COc3cncc(Cl)c3)on2)C1 (centres undefined)	32	0.7	-3	0	0	0.1	-2	-1
Cc1ccccc1S(=O)(=O)N1C[C@@H](O)COC[C@H]2O[C@H](CC(=O)N3CCC(Cc4ccccc4)CC3)CC[C@@H]21	2	1.7	1	6	-2	-0.2	13	-45
COC(=O)c1ccc(CN2CCCC(C(=O)c3ccccc3OC)C2)cc1 (centres undefined)	-6	-3.6	-2	-3	-11	0.1	-8	-10
Cc1ccc(-c2[nH]n3c(=O)c4c(nc3c2C)CCCC4)cc1	53*	.	0	-13	-2	.	-11	11
CCCCc1nnc(NC(=O)c2ccc(N3CCCC3=O)cc2)s1	10	-1.1	1	.	1	-0.1	-6	5
CC(C)C#Cc1ccc2c(c1)O[C@H](CN(C)C(=O)CN(C)C)[C@H](C)CN([C@@H](C)CO)S2(=O)=O	4	1.7	1	-1	-1	0.0	4	-2

Some of these compounds in order of their number in esBAF inh, largest number first.
SMILES | esBAF inh
CC(C)C#Cc1ccc2c(c1)O[C@H](CN(C)C(=O)CN(C)C)[C@H](C)CN([C@@H](C)CO)S2(=O)=O | 4
C[C@@H]1CN([C@H](C)CO)C(=O)c2cc(-c3ccc(C#N)cc3)cnc2O[C@H]1CN(C)C(=O)Nc1ccc(F)cc1 | 3
COc1ccc(CNC(=O)COC(=O)C2=Cc3ccccc3OC2)cc1 | -3

Remaining list, next part.
SMILES	esBAF inh	CFTR F508del cor	ERAP1 HTS inh	ARNT-TACC3 inh	RAD54 branch	XiGFP reactiv	RAD52 inh	GSIS activator
COc1ccc(C2=Nc3ccccc3C2(O)CCN2C(=O)c3ccccc3C2=O)cc1 (centres undefined)	13	-0.6	-1	-6	3	-0.1	-15	14
C[C@H]1CN([C@@H](C)CO)C(=O)Cc2cc(NS(=O)(=O)c3ccc(Cl)cc3)ccc2O[C@H]1CN(C)Cc1ccc(Oc2ccccc2)cc1	1	0.1	-3	0	-1	-1.1	-1	-2
Cn1c(NC(=O)/C=C\c2ccccc2)cc(=O)n(C)c1=O	?	-3.0	2	-10	.	0.2	-11	-3
Nc1nnn(CC(=O)N/N=C/c2cccc(Cl)c2)n1	.	1.6	-1	-3	-2	0.0	3	13
O=C(NC(Cc1c[nH]c2ccccc12)C(=O)O)OCC1c2ccccc2-c2ccccc21 (centres undefined)	.	-0.3	-5	.	.	0.0	-13	2
O=C(Nc1cccc2cccnc12)c1ccc2sc([C@H]3C[C@H](O)[C@@H](CO)O3)nc2c1	16	-0.1	5	.	-5	0.1	4	4
COc1cc(CN2CCC(C(=O)NCCC(C)C)CC2)ccc1OCc1ccccc1	31	0.2	0	3	-2	0.0	-6	-20
Cc1nc(-c2ccccc2)sc1C1(C)CC(c2ccc(OC(F)(F)F)cc2)=NO1 (centres undefined)	13	-3.0	-2	.	-15	-0.1	1	.
C[C@H](CO)N1C[C@H](C)[C@@H](CN(C)S(C)(=O)=O)Oc2cc(C3=CCCCC3)ccc2S1(=O)=O	4	-1.1	1	-6	6	-0.5	-1	-3
O=C(CBr)c1ccc([N+](=O)[O-])c(CS(=O)(=O)c2ccc(Cl)cc2)c1	-2	-2.0	-2	-13	-7	0.0	-13	-19
C/C(=N\Nc1ccc(S(=O)(=O)Nc2ccc(Cl)cc2)cc1[N+](=O)[O-])c1ccc(N2CCOCC2)cc1	.	.	.	-2	7	0.1	.	-33
Cc1cc(C(=O)Nc2ccccc2C)c2ccccc2n1	-7	-1.3	1	-6	2	0.0	-11	1
O=C1CCN(CCc2ccccc2)CCN1[C@H](CSc1ccccc1)c1ccccc1	8	1.9	-4	-15	9	0.0	-42	-30
Nc1cc(C(=O)OCC(=O)NCc2ccco2)ccc1Cl	4	.	5	0	6	.	-13	-11
COc1ccc(OCC(=O)N/N=C/c2ccncc2)cc1	-4	-1.2	-3	-5	-5	-0.1	-8	7
C[C@H](CO)N1C[C@H](C)[C@@H](CN(C)Cc2ccccn2)Oc2cc(-c3ccc(C#N)cc3)ccc2S1(=O)=O	-3	-2.8	.	.	.	0.5	.	-5
COCC(=O)Nc1ccc2c(c1)OC[C@H](C)N(Cc1ccccc1)C[C@H](C)[C@H](OC)CN(C)C2=O	0	-2.4	-2	18	2	0.1	2	4
CCCOc1ccc(N2CC(C(=O)Nc3ccccc3C(=O)NCc3ccco3)CC2=O)cc1 (centres undefined)	3	-1.3	-3	3	-2	.	-18	-35
CC1=C(C(=O)NC2CC(C)(C)Cc3c2cnn3-c2ccc(C)cc2)OCCO1 (centres undefined)	5	-1.6	-2	1	8	0.1	-5	-5
COCC#Cc1cnc2c(c1)C(=O)N([C@@H](C)CO)C[C@H](C)[C@H](CN(C)C(=O)C1CCOCC1)O2	0	1.0	-2	4	1	-0.2	-6	9
Cn1c(=O)n(C)c2cc([N+](=O)[O-])c(N3CCN(CCO)CC3)cc21	-3	4.3	2	-7	4	0.1	0	-6
CC(C)NC(=O)N(C)C[C@H]1Oc2ccc(NS(=O)(=O)c3cccs3)cc2C(=O)N([C@H](C)CO)C[C@@H]1C	0&-36	-3.6&-2.8	-4	-24	5	-0.8&0.0	-13	5&36
O=C(NC(=S)NCc1ccccc1)c1ccc(Br)o1	-2	0.4	-1	2	1	0.0	-3	12
COc1ccc(CN(C)C[C@H]2Oc3ccc(NS(=O)(=O)c4ccc(F)cc4)cc3CC(=O)N([C@@H](C)CO)C[C@H]2C)cc1	0	1.3	1	-9	15	0.0	7	-7
C[C@@H]1CN([C@H](C)CO)C(=O)Cc2cc(NS(=O)(=O)c3ccccc3)ccc2O[C@H]1CN(C)C(=O)Nc1ccc(C(F)(F)F)cc1	2	0.5	-3	.	.	-0.5	8	-10
C=CCc1ccc(OCc2ccc(C(=O)Nc3ccc(NC(C)=O)cc3)o2)c(OC)c1	47*	3.0	-3	-6	-9	0.0	12	7
CCC(=O)N(C)C[C@H]1Oc2ncc(-c3ccccc3C)cc2C(=O)N([C@@H](C)CO)C[C@@H]1C	10	-0.5	0	-12	-6	-0.5	6	7
COc1cc(/C(C)=N/NC(=O)C(O)(c2ccccc2)c2ccccc2)ccc1O	.	0.5	-5	-1	.	0.0	-5	-6
C[C@H]1CN([C@@H](C)CO)C(=O)c2cccc(NC(=O)C3CC3)c2O[C@@H]1CN(C)Cc1ccccc1	0	0.9	1	1	-12	-0.1	1	4
Cc1noc(C)c1COc1ccccc1C(=O)N(C)Cc1ccc(C(C)(C)C)cc1	7	-5.1	1	-13	-1	0.0	9	-46
CC1CN(C(=O)c2cc(S(=O)(=O)N3CCN(c4ccccc4)CC3)ccc2Cl)CC(C)O1 (centres undefined)	.	0.3	3	5	.	0.5	-4	-9
C[C@H](NC(=O)C[C@H]1C[C@H]2c3cc(NS(=O)(=O)c4ccc(F)cc4)ccc3O[C@H]2[C@@H](CO)O1)c1ccccc1	5	-0.6	3	4	-11	0.1	11	-1
COc1ccc(S(=O)(=O)Nc2ccc3c(c2)C(=O)N(C)C[C@@H](OC)[C@H](C)CN(Cc2cc(F)ccc2F)[C@H](C)CO3)cc1	9	-0.1	0	15	-2	0.4	-13	9
O=C(O)C1=C[C@@H](C2CCCCC2)C[C@@H](OCc2ccc(CO)cc2)O1	1	1.6	3	12	13	0.0	-12	-17
COc1c2ccoc2cc2oc(=O)ccc12	-7	5.7	1	-2	-5	.	-10	12
CCN(CC)S(=O)(=O)c1cc(NS(=O)(=O)c2cccc(Cl)c2)ccc1C	.	-2.6	-1	1	-2	0.0	-23	-32
N#C[C@H]1[C@@H](c2ccc(-c3ccccc3)cc2)[C@@H](CO)N1C(=O)Cc1ccccc1	4	1.2	3	-21	11	0.2	-3	-17
O=C(Nc1cccc(S(=O)(=O)N2CCCCC2)c1)c1ccc(Cl)nc1	-23	1.5	0	22	3	-0.1	-25	-14
Nc1ncnc2c1ncn2[C@@H]1O[C@H](CNCC(O)CO)[C@@H](O)[C@H]1O (some centres undefined)	-3	-0.5	1	-3	-7	0.6	-4	0
N#Cc1ccc(NC(=O)c2cccs2)nc1	?	1.9	-5	-3	-7	0.2	-10	20
CNC(=O)c1sc(=S)n(-c2ccc(OC)cc2)c1N	.	-0.5	-1	5	.	0.1	2	9
CN(C)c1ccc(C2CNC(c3ccc(Cl)c([N+](=O)[O-])c3)c3[nH]c4ccccc4c32)cc1 (centres undefined)	16	5.0	.	11	-9	.	-17	6
Cc1ccc(OCC(=O)NNC(=O)CCC(=O)NCc2ccccc2)cc1	-6	-1.9	-1	.	0	.	1	15
COc1ccc(Cn2nnnc2C(c2ccccc2Cl)N2CCN(C)CC2)cc1 (centres undefined)	5	.	.	-1	-8	.	.	9
Cc1nc(NC(=O)/C=C/c2ccccc2)sc1C(=O)N1CCCCC1	.	-1.4	-1	7	.	-0.1	-14	-7
COc1cc(C(O)c2nc3ccccc3s2)cc(OC)c1OC (centres undefined)	9	-1.9	0	-12	-6	0.0	-9	-25
Cc1nc2c(=O)[nH]c(=S)[nH]c2[nH]c1=O	-11	-4.5	3	35*	-2	0.1	-349	26
COCC(=O)N1CCC2(CC1)CN(C(=O)NC1CCCC1)[C@@H](CO)c1c2c2ccc(OC)cc2n1C	.	-0.6	4	.	.	0.0	4	2
C[C@H]1CCCCO[C@@H](CN(C)Cc2ccc(C(F)(F)F)cc2)[C@@H](C)CN([C@@H](C)CO)C(=O)c2cc(NC(=O)Nc3ccccc3)ccc2O1	3	-1.4	.	0	-27	0.2	.	-3
C[C@H]1CN([C@@H](C)CO)C(=O)c2cc(NC(=O)C3CC3)ccc2O[C@@H]1CN(C)C(=O)Nc1cccc2ccccc12	0	-2.8	-1	-5	5	-0.1	-3	1
O=C(Nc1nc2ccccc2s1)c1ccc(N2CCCCC2)c([N+](=O)[O-])c1	.	.	-3	14	.	0.0	-15	-1
O=C(COC(=O)C1=COCCO1)Nc1ccccc1	.	-0.5	-2	0	.	0.0	-2	-22
Cc1c(CCOC(=O)CC23CC4CC(CC(C)(C4)C2)C3)sc[n+]1CC(=O)c1ccccc1	.	2.5	5	16	.	0.0	62*	70
Cc1[nH]c2ccccc2c1C(=O)COC(=O)Cn1c(C(F)(F)F)nc2ccccc21	.	.	.	-3	3	0.2	.	-32
Cc1ccc(S(=O)(=O)N2CCOCC2)cc1NC(=O)Cn1nc(C)c([N+](=O)[O-])c1C	.	2.7	0	.	.	-0.1	-12	-8
